# TAG inh – inhibitors of triacylglycerol accumulation. inhibition, % at 12.5 µM. H9c2 cells, Nile Red lipid (TAG) fluorescence; cells loaded with 200 µM oleic acid. AID 651582. hit rate 0.66% among 230,000;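 active = pattern-corrected inhibition of lipid staining of at least 50% with the nuclear-stain viability signal not falling by more than 50%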;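 note: 0% = DMSO wells and 100% = triacsin C control wells; some results filed as inactive read as strong as hits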
# TAG inh DAPI viability – second read-out of TAG inh, no call of its own (marks repeat the call); DAPI nuclei signal change (viability), lower = more cytotoxic, %;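 whole-well DAPI fluorescence read on a plate reader as a viability signal; minus 50 percent equals half of cells still viable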
# * marks the source's active call; other numbers are inactive results.
compound | TAG inh | TAG inh DAPI viability
Cc1ccc(S(=O)(=O)N2CCOCC2)cc1NC(=O)COC(=O)CCC(=O)c1ccc(F)cc1 | -12.3 | 0.2
COCC(=O)N(Cc1cc2ccccc2[nH]c1=O)c1ccc(OC)cc1 | -24.9 | -5.9
c1ccc(COc2ncnc3c2ncn3CCCN2CCN(Cc3cccc4ccccc34)CC2)cc1 | -21.0 | 13.3
CN(Cc1ccc(OC(F)F)cc1)C(=O)c1ccc2c(=O)n3c(nc2c1)CCC3 | 21.9 | -0.3
Cc1cc(Sc2nnc(/N=C/N(C)C)s2)c2ccccc2n1 | 23.8 | -25.8
COc1ccc(OCC(=O)N/N=C2\CCCCc3ccccc32)cc1 | -22.3 | -2.6
CCN(CC)CCN1C(=O)C(=O)/C(=C(/O)c2c(C)[nH]c(C(=O)OC)c2C)C1c1cccnc1 (stereo not given) | -9.8 | 1.7
FC(F)(F)c1cccc(NC(=S)Nc2ccc(Cl)c(Cl)c2)c1 | -9.5 | -8.4
COc1ccc(-c2noc(CNS(=O)(=O)c3ccccc3)n2)cc1 | 3.4 | -2.0
CCN(CC)C(=O)C1=C(C)N(CCCOC)C(=O)C(CC(=O)NC2CC2)C1 (stereo not given) | -2.8 | -7.0
Fc1ccc(-c2nnc3ccc(N4CCCC4)nn23)cc1 | 18.4 | -5.2
CCOc1ccccc1N1CCN(C(=O)[C@@H]2CCCN2C2=NS(=O)(=O)c3ccccc32)CC1 | -8.2 | 4.1
O=C1/C(=C\c2ccccc2)CN(C(=O)CCN2CCCCC2)C/C1=C/c1ccccc1 | 45.8 | -27.3
O=C(CSc1nccn1-c1cccc(Cl)c1)NC1CCCC1 | -2.0 | -2.8
Cc1ccc2c(c1)-c1ccccc1S(=O)(=O)N2 | -12.5 | 6.5
Cc1cccc(-n2nnc3c(=O)n(CC(=O)Nc4cc(C)on4)cnc32)c1 | 7.3 | -3.0

# Sorted by formula weight (low to high): part of the list above
compound | TAG inh | TAG inh DAPI viability
O=C(CSc1nccn1-c1cccc(Cl)c1)NC1CCCC1 | -2.0 | -2.8
COCC(=O)N(Cc1cc2ccccc2[nH]c1=O)c1ccc(OC)cc1 | -24.9 | -5.9
CCN(CC)CCN1C(=O)C(=O)/C(=C(/O)c2c(C)[nH]c(C(=O)OC)c2C)C1c1cccnc1 (stereo not given) | -9.8 | 1.7

# Back to the main list with the seven entries that preceded the break.
compound | TAG inh | TAG inh DAPI viability
CCN(CC)C(=O)C1=C(C)N(CCCOC)C(=O)C(CC(=O)NC2CC2)C1 (stereo not given) | -2.8 | -7.0
Fc1ccc(-c2nnc3ccc(N4CCCC4)nn23)cc1 | 18.4 | -5.2
CCOc1ccccc1N1CCN(C(=O)[C@@H]2CCCN2C2=NS(=O)(=O)c3ccccc32)CC1 | -8.2 | 4.1
O=C1/C(=C\c2ccccc2)CN(C(=O)CCN2CCCCC2)C/C1=C/c1ccccc1 | 45.8 | -27.3
O=C(CSc1nccn1-c1cccc(Cl)c1)NC1CCCC1 | -2.0 | -2.8
Cc1ccc2c(c1)-c1ccccc1S(=O)(=O)N2 | -12.5 | 6.5
Cc1cccc(-n2nnc3c(=O)n(CC(=O)Nc4cc(C)on4)cnc32)c1 | 7.3 | -3.0
O=C(Nc1cccnc1)C1CCN(S(=O)(=O)c2ccc(Cl)cc2)CC1 | 2.5 | -1.7
O=C(COc1ncnc2cc([N+](=O)[O-])ccc12)NCCc1ccc(Cl)cc1 | 10.7 | -2.6
COc1ccc(Oc2nc(-c3cccnc3)nc3ccccc23)cc1 | 8.4 | -3.7
CN1C(=O)CSc2ccc(C(=O)O)cc21 | 17.3 | -9.8
C=C(C)C1CC=C(C)/C(=N/NC(=O)COc2ccc(Cl)cc2)C1 (stereo not given) | -17.2 | 4.0
O=C(NNC(=O)c1cccc([N+](=O)[O-])c1)c1ccncc1 | -9.9 | -6.7
CC(C)COC(=O)N(C)C[C@H]1OCc2cnnn2CCCC(=O)N([C@H](C)CO)C[C@H]1C | -2.4 | -3.0
COC(=O)c1c(NC(=O)CN2CCC3(O)CCCCC3C2c2cc(OC)ccc2OC)sc(C)c1C (stereo not given) | 32.2 | 19.3
O=C(CN1C(=O)c2ccccc2S1(=O)=O)Nc1ccccc1C(=O)NCc1ccco1 | 15.0 | -11.8
Cc1ccc(C(=O)O)cc1NC(=O)c1cccs1 | 12.9 | -9.2
CC(=O)Nc1cc(-c2ccc(C(=O)N3CCOCC3)cc2)cn2c(-c3cccc(C(C)=O)c3)cnc12 | 6.8 | -2.2
O=C(CN1C(=O)NC2(CCOc3ccccc32)C1=O)c1ccc(Cl)cc1 (stereo not given) | 21.6 | 1.0
C=CCn1c(SCC(=O)NC2CCCCC2)nc2ccccc2c1=O | -8.5 | -2.5
CSc1ncnc2c1ncn2CCCNCc1cccc2ccccc12 | -1.2 | -3.4
COC(C(=O)Nc1ccc(S(=O)(=O)Nc2ccc(C)c(C)c2)cc1)c1ccccc1 (stereo not given) | -1.3 | -5.3
NC(=O)C1(N2CCCCC2)CCN(Cc2ccc(Br)cc2)CC1 | -21.4 | -8.5
Cc1nc2ccc(NS(=O)(=O)c3c(F)cc(F)cc3Br)cc2s1 | -31.8 | 10.1
C=CCn1c(CC(=O)Nc2ccc(C)cc2C)nnc1SCC(=O)N1CCOCC1 | 4.4 | 1.3
COc1ccc(C(=O)NCC(=O)n2nc(C)cc2C)cc1OC | 10.5 | -3.2
Cc1ccc(Cn2c(C(C)Nc3nc(-c4ccc(Cl)c([N+](=O)[O-])c4)cs3)nc3cc(C(F)(F)F)ccc32)cc1 (stereo not given) | 69.6* | -25.9*
O=C(CSCc1cc(=O)[nH][nH]1)Nc1ccc(F)cc1 | -2.7 | 15.1
CCOC(=O)[C@@H]1[C@H]2COc3cc(OC)ccc3[C@@H]2N2C(=O)N(c3ccc(OC)cc3)C(=O)[C@]12C | 8.7 | -5.4
NC(=O)C1CCN(C(=O)C23CC4CC(CC(C4)C2)C3)CC1 | -7.1 | -7.5
COCCn1c(SCCCc2ccccc2)nc2c1c(=O)[nH]c(=O)n2C | -115.5 | -1.4
O=C(COC(=O)/C=C/c1cccs1)Nc1cccc(S(=O)(=O)N2CCOCC2)c1 | -11.2 | 7.9
COC(=O)/C=C1/S/C(=N/N=C/c2ccco2)NC1=O | -9.5 | 9.5
COc1ccc(CCCc2nnc(SCc3nc4ccccc4c(=O)[nH]3)n2C)c(C)c1 | 3.1 | 2.6
CCOC(=O)c1nc(C)sc1-c1ccnn1S(=O)(=O)c1cccc(Cl)c1 | -3.9 | -5.8
CC(C)c1cccc(C(C)C)c1NC(=O)COC(=O)C1CCC1 | -31.6 | -2.2
COc1ccc(Br)cc1CN(C)C(C)C(=O)Nc1cccc(C(C)=O)c1 (stereo not given) | -11.1 | 3.2
CCOc1cc(N2CCOCC2)c(OCC)cc1NC(=O)CN1C(=O)NC2(CCCCC2C)C1=O (stereo not given) | 8.5 | -1.2
CCCc1nc2c(c(=O)c3ccccc3n2C)c(=O)n1-c1cc(C)cc(C)c1 | 16.2 | -6.6
COc1ccccc1CCNC(=O)C1CCC(=O)N(Cc2ccccc2OC)C1 (stereo not given) | 2.5 | 6.9
COc1ccc(C(=O)CSc2nnc(-c3ccco3)n2CC2CCCO2)cc1 (stereo not given) | -2.9 | -4.8
O=C(NC1CCCC1)C1CCCN1C(=O)Oc1ccccc1 (stereo not given) | 5.8 | -2.8
Cc1ccc(CNC(=O)c2cc3c(=O)n(C)c4ccccc4c3n2C)o1 | 7.2 | 4.0
CCOC(=O)CN(C(=O)COC(=O)C1=NNC(=O)CC1)c1ccc(F)cc1 | -3.1 | 5.0
NC1=NC2=C(CCCC2)C2(CCCCC2)S1 | 16.3 | -3.7
CCN(CC)CCCNC(=O)CSc1nc(-c2cccs2)cc(C(F)(F)F)n1 | 23.5 | -14.2
CCC(c1c(C)n(C)n(-c2ccccc2)c1=O)c1c(C)n(C)n(-c2ccccc2)c1=O | 7.4 | -6.8
CN(CC(=O)NCCCN1CCOCC1)S(=O)(=O)c1cc(Cl)ccc1Cl | 5.7 | -0.6
CC(C)(O)C#Cc1ccc(C(=O)NCc2cccs2)s1 | 17.3 | 8.3
Nc1ccccc1C(=O)NNc1c2ccccc2nc2ccccc12 | -9.9 | 10.3
O=C(O)c1ccc(N/N=C/C=C/c2ccccc2)cc1 | 17.8 | 11.2
COc1ccc(-c2noc(-c3csc([C@@H]4C[C@H](O)[C@@H](CO)O4)n3)n2)cc1OC | 58.5 | -55.1
OCC[C@H]1C[C@H](O)[C@@H](O)[C@]2(CCc3ccccc3O2)O1 | 6.3 | -3.8
COC(=O)C1CCN(C(=O)/C(C)=C\c2ccccc2)CC1 | 11.8 | -9.0
O=C(CCSc1ccccc1)NC1CCCCCC1 | 3.1 | -15.4
CCNc1nc(SCCOc2ccc(Cl)cc2Cl)nc(N(C)C)n1 | -11.3 | 7.5
O=C(CCCN1C(=O)/C(=C/c2ccccc2)SC1=S)Nc1ccc(O)cc1 | 8.3 | -3.1
Cc1cc(C)cc(N(CCC#N)C(=O)CSc2n[nH]c(N)n2)c1 | 6.1 | 0.5
O=C(Nc1ccc(F)cc1)c1ccccc1NC(=O)C1CC=CCC1C(=O)O (stereo not given) | 9.2 | -4.9
Cc1ccc(C)c(OCCC(=O)NNC(=O)c2ccccc2)c1 | 1.6 | -2.1
CN(C)CCn1c2c(c(SCC(=O)Nc3ccc4c(c3)OCCO4)nc1=O)CCCC2 | 12.2 | 2.2
CC(NC(=O)c1cc2cc(Cl)ccc2oc1=N)c1ccccc1 (stereo not given) | -25.6 | -1.1
O=C(c1cc2ccccc2o1)N1CCN(c2ncccn2)CC1 | -4.8 | -1.9

# (more compounds)
compound | TAG inh | TAG inh DAPI viability
CC(C)CC(=O)NC(=S)Nc1ccccc1N1CCCC1 | -26.3 | -0.8
C=CCNC(=O)c1c(-c2c(F)cccc2Cl)noc1C | 1.8 | 4.5
O=C(C1CCN(c2nnc(-n3cccc3)s2)CC1)N1CCOCC1 | -1.0 | 9.2
Cc1[nH]n(-c2ccc(Cl)c(Cl)c2)c(=O)c1CCO | 9.0 | -0.7
COc1ccc2cc(CN(CCO)C(=O)c3ccc(Br)cc3)c(=O)[nH]c2c1 | -4.9 | 5.1
CCN(CC)C(=O)COc1ccc2oc(C)c(C(=O)OC)c2c1 | 10.4 | -6.5
O=C(NC1CCCCCC1)c1ccc(CN2CCOCC2)cc1 | -4.0 | 4.5
COc1ccc(-c2csc3ncnc(N4CCN(S(=O)(=O)c5ccc(C(C)=O)cc5)CC4)c23)cc1 | 16.8 | 4.2
O=C(O)COc1ccc2c3c(c(=O)oc2c1)CCC3 | -0.8 | -1.7
Cc1cc(C)c(OCC(=O)OC(C)C(=O)NCc2ccccc2)c(C)c1 (stereo not given) | -8.9 | 10.3
COc1ccc(N2CCN(C(=O)c3ccc(OCC4CCCO4)cc3)CC2)cc1 (stereo not given) | -19.4 | 9.2
Cc1cc(C(=O)NC(C)c2ccccc2)c2cc(F)ccc2n1 (stereo not given) | 3.0 | 8.1
Cc1ccccc1NC(=O)C(=O)c1cn(C)c2ccccc12 | 4.1 | -8.0
CC(C)NC(=S)N/N=C/c1ccccc1[N+](=O)[O-] | -3.7 | 15.8
CCCc1nc2sc3c(c2c(=O)[nH]1)CCCC3 | 2.7 | 2.4
CCN(CC)c1ccc(CNc2nc3ccccc3n2C(C)C)cc1 | -7.6 | 1.1
C/C(=N\NS(=O)(=O)c1c(C)cc(C)cc1C)c1ccncc1 | 3.2 | 3.1
O=C(CSc1ccccc1)N[C@@H](Cc1ccccc1)C(=O)O | 0.6 | -7.0
COc1ccc(NC(=O)CSc2nnc3ccc(-c4ccccn4)nn23)cc1 | 6.6 | 5.1
O=C1CC(=O)N(Cc2ccco2)C(=O)N1 | -5.0 | -3.6
COc1ccc(Cl)cc1S(=O)(=O)N1CCN(c2ccc(F)cc2)CC1 | 3.4 | 10.5
O=C1OC(C(=O)Nc2nccs2)Cc2ccccc21 (stereo not given) | -2.3 | -12.3
CSc1ccc(CN2CCC(C)(Oc3cccc(C#N)c3)C2)cc1 (stereo not given) | -9.1 | 17.9
COC(=O)c1cc(CNC(=O)C2CC(=O)N(c3ccc4c(c3)OCCO4)C2)ccc1OC (stereo not given) | -2.1 | 2.3
N#CC1=C(N)Oc2n[nH]c(-c3cccnc3)c2C1c1cc(F)ccc1F (stereo not given) | 13.8 | -2.8
O=C(COC(=O)c1cc([N+](=O)[O-])ccc1N1CCOCC1)Nc1cccc(F)c1 | 1.8 | -23.9
O=C(C1=C[C@@H](c2coc3ccccc3c2=O)C[C@@H](OCc2ccc(CO)cc2)O1)N1CCN(Cc2ccc3c(c2)OCO3)CC1 | -9.3 | -7.4
COc1ccc(CNCc2cc(Cl)ccc2O)cc1 | -46.9 | 13.3
Cc1ccc(C(=O)Cn2cc([N+](=O)[O-])nc2C)cc1 | 5.6 | -0.5
COc1cc(OC)c(S(=O)(=O)N2CCOCC2)cc1S(=O)(=O)N1CCOCC1 | 4.9 | -0.2
COc1ccccc1CNC(=O)C1CC2Cn3c(nc4cc(C)c(C)cc43)C2N1C (stereo not given) | -17.1 | 6.0
COc1ccc2[nH]c3c(c2c1)CCN1C(=O)C(CC(=O)NCCN2CCOCC2)C[C@H](C(=O)N2CCOCC2)[C@@]31CCC1CCCC1 (stereo not given in full) | 0.7 | 4.3
O=C(CN(c1ccc2c(c1)OCCO2)S(=O)(=O)c1ccccc1)Nc1ccc2c(c1)OCO2 | -20.2 | -3.8
COc1cc(SC)ccc1C(=O)OCC(=O)NCCNC(=O)COC(=O)c1ccc(SC)cc1OC | -11.2 | 1.8
CCOC(=O)c1ccc(N2C(=O)[C@@H](c3ccccc3)[C@H]2c2ccccc2)cc1 | 2.7 | 2.0
CC(=O)Nc1ccc(NC(=O)COC(=O)C2c3ccccc3Oc3ccccc32)cc1 | -11.3 | 14.4
Cc1cc2nc(-c3ccc(SCc4ccccn4)nc3)[nH]c2cc1C | 27.3 | 16.5
O=C(CSc1nnc(-c2ccccn2)n1Cc1ccccc1)Nc1ccc2c(c1)OCO2 | 1.7 | -5.5
COc1ccccc1-c1ccc(=O)n(CC(=O)NCc2cccs2)n1 | 11.1 | -4.8
O=S(=O)(c1ccccc1)N1CCN(Cc2cccc(Cl)c2)CC1 | -4.5 | -2.6
COC(=O)c1cccc([N+](=O)[O-])c1CN1CCCC(C(N)=O)C1 (stereo not given) | 0.7 | 0.0

# This is a subset, so the mix of outcomes need not match the whole.
